Bioassay records as filed in PubChem BioAssay.
RAD54 branch: RAD54 (human) branch migration inhibition; hit rate 0.14% among 360,000; Q92698; inhibition, % at 10.4 µM; RAD54 Holliday junction branch migration, FAM/BHQ fluorescence;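 active means mean normalized replicate activity at least 40 and at least half of replicates scoring 40 or more; inconclusive means only one of the two criteria met; inactive means mean below 40 and under half of replicates reaching 40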;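 further: 0% = median of neutral control wells and 100% = median of positive control wells; inhibitors cause a drop in the FAM fluorescence signal; in these data hits start at about 50%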
RAD52 inh: inhibitors of human RAD52 DNA annealing | inhibition, % at 18.7 µM | recombinant RAD52 DNA annealing, FRET fluorescence | AID 651710 | hit rate 0.46% among 360,000 | P43351;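 active means every replicate showing at least 50% inhibition; inconclusive means mean inhibition at least 50% but not in every replicate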
Target sequence (P43351 whole entry, looked up): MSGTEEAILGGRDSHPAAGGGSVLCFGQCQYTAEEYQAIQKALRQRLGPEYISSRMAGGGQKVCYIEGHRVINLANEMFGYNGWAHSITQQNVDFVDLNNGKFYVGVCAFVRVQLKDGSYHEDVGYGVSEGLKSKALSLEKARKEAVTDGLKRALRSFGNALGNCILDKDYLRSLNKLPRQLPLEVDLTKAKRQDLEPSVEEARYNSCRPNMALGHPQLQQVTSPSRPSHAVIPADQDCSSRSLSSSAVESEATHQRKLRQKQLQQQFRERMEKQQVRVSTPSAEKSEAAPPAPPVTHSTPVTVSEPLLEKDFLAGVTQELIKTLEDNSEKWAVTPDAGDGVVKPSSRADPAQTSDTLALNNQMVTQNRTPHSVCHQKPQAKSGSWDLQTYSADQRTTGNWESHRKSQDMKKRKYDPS
DENV2 CPE rescue: protects cells from dengue virus 2 cytopathic effect. CPE inhibition, % at 9.99 µM. DENV2-infected cells, cytopathic effect rescue, plate reader. hit rate 1.7% among 350,000; in the data active means CPE inhibition above about 20%, passing the limit was not always enough; inconclusive means no clear call, values can overlap the other calls; tested in BHK-21 cells;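 further: 0% = median of neutral control wells and 100% = median of positive control wells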
GSIS activator: primary screen for activators of insulin secretion dependent on glucose, INS-1E cells, GLuc reporter luminescence. INS-1E GLuc reporter insulin secretion, 2-3 h. activation, % at 16.6 µM. hit rate 0.61% among 370,000. AID 743287;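 active means lowest replicate activation of at least 40%, so every replicate reaches that level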;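 further: 0% = median of neutral control wells and 100% = median of IBMX positive control wells; some compounds called inactive have numbers as strong as hits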
CFTR F508del cor: CFTR F508del correction in bronchial cells; CFBE cells, YFP halide quenching; stimulated with forskolin plus potentiator P3; % fluorescence drop versus neutral controls; activity (quench increase), % at 7.58 µM; hit rate 0.36% among 350,000;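 active means mean added fluorescence quench of at least 8% versus neutral control, with both replicates also reaching 8%; inconclusive means only one of the mean or replicate conditions met; inactive means mean below 8% and not both replicates reaching 8%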;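 further: cells transiently co-express mutant CFTR-F508del with the halide-sensitive YFP; corrector assay measuring rescue of mutant channel to the surface after 24 h compound exposure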
CASP6 VEID inh: caspase-6 (human) enzyme inhibition | P55212 | purified caspase-6, Z-VEID-R110 cleavage fluorescence | inhibition, % at 12.5 µM | hit rate 0.53% among 350,000;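 active means mean inhibition across replicates at least about 35%, with every replicate also reaching that limit, limit read from the data; inconclusive means only one of the two criteria met; inactive means neither criterion met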;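 further: 0% = median of neutral control wells and 100% = no fluorescence left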
XiGFP reactiv: X-chromosome reactivation activator; activation, % at 7.58 µM; hit rate 0.055% among 360,000; XiGFP mouse fibroblasts, % GFP-positive cells imaging, 3 d; cells co-treated with 5-aza-dC sensitizer; scaled so ellipticine positive control = 100%;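 active means mean normalized replicate activation at least 10% and every replicate at or above 10%; inconclusive means only one of the two criteria met; inactive means mean below 10% and not all replicates reach 10%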;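 further: 0% = median of on-plate neutral control wells and 100% = ellipticine 6 µM median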
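Material: SV40-immortalized XiGFP fibroblast cells, line 68-5-11 | Buffer or medium: DMEM containing 5-aza-dC | Dosing: One concentration, pinned | Times: 3 d treatment, 15 min room-temperature fixation | Controls: Ellipticine 6 µM positive control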
E-sel inducer: E-selectin induction on HUVECs | HUVEC E-selectin immunofluorescence imaging; normalized: neutral wells 0, TNF-alpha wells 100 | P16581 | AID 686992 | hit rate 0.37% among 260,000 | activation, % at 7.58 µM;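 active means mean E-selectin-positive cell signal at least 10% of the positive control, reached in at least 60% of replicates, without over 20% cell loss; inconclusive means no rule given, readout overlaps actives, possibly toxicity-flagged; inactive means the rest, including those meeting only one limit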;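 further: in these data hits start at about 27%; measured in HUVEC primary endothelial cells; signal is the percent of cells scored E-selectin positive by PE staining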
Target sequence (P16581 whole entry, looked up): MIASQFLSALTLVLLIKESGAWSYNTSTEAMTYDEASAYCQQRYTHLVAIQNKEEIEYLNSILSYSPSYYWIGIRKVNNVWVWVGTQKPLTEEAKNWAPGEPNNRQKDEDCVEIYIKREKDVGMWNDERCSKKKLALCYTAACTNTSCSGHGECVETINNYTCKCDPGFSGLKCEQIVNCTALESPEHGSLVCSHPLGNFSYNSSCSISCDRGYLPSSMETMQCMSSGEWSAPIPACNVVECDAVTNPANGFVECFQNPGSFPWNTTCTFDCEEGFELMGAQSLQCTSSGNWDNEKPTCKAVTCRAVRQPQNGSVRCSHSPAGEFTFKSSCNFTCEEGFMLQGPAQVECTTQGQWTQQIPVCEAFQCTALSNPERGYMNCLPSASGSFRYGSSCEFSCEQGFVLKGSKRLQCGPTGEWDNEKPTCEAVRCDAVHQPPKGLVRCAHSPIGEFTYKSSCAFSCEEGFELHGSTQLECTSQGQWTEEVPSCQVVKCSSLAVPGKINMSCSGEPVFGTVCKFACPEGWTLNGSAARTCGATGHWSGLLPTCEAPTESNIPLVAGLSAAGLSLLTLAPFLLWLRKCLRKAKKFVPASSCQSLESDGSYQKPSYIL
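Test system – human umbilical vein endothelial cells (HUVEC), E-selectin induction · Input – 3,000 HUVEC seeded per well · Buffer or medium – EGM-2, gelatin · Compound dosing – single-point compound dose · Detection – immunofluorescence imaging · Measure – percent E-selectin-positive cells · Controls – TNF-alpha high, DMSO low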
An asterisk follows results filed as active; ? = inconclusive; nt = no result given; & = joins results of further samples.

SMILES | RAD54 branch | RAD52 inh | DENV2 CPE rescue | GSIS activator | CFTR F508del cor | CASP6 VEID inh | XiGFP reactiv | E-sel inducer
Cc1ccc(S(=O)(=O)N(C)C[C@H]2Oc3ccc(NC(=O)NC4CCCCC4)cc3C(=O)N([C@H](C)CO)C[C@@H]2C)cc1 | -9 | 17 | -4 | -15 | 0.8 | 0 | 0.0 | 1.4
O=S(=O)(NC1CCCCC1N1CCC(O)CC1)c1ccc(Cl)cc1 (stereo not given) | -1 | -80 | ? | 4 | -2.7 | -10 | 0.2 | ?
COc1ccc(NC(=O)c2cc(C3CCCCN3C(=O)OCCF)on2)c(C)c1 (stereo not given) | -5 | 2 | 1 | 2 | -0.9 | -2 | 0.1 | -0.8
C[C@H]1CN([C@@H](C)CO)S(=O)(=O)c2ccc(C#CCC3CCCC3)cc2O[C@@H]1CN(C)Cc1ccc(C(=O)O)cc1 | 12 | 7 | 0 | nt | 5.5 | -1 | nt | nt
C[C@@H]1CN([C@@H](C)CO)S(=O)(=O)c2ccc(C3=CCCC3)cc2O[C@H]1CN(C)C(=O)c1ccccc1 | 2 | 6 | 17 | -17 | 1.1 | 0 | 0.2 | 0.7
COc1cc(/C=N/Nc2ccc(C(F)(F)F)cn2)ccc1O | nt | 1 | 4 | -10 | -0.6 | 2 | 0.0 | nt
C[C@H](CO)N1C[C@H](C)[C@H](CN(C)Cc2cccnc2)Oc2cc(C#CC3CCCC3)ccc2S1(=O)=O | 2 | -2 | 11 | -14 | 3.5 | -3 | -0.2 | -2.4
Cc1ccc(C)c(S(=O)(=O)N2CCCN(C)CC2)c1 | -13 | -5 | -7 | -17 | 1.1 | -5 | 0.5 | nt
O=C(CN1CCCCCC1)NC(c1ccccc1)c1ccccc1 | 3 | -14 | 0 | -25 | -1.4 | -8 | 0.0 | nt
CCN(CC(=O)Nc1c(F)cccc1F)C(=O)CSc1nnc(-c2ccco2)n1CC | 3 | -25 | 1 | 14 | 0.2 | -2 | 0.2 | nt
CCNC(=O)C[C@@H]1CC[C@@H]2[C@H](COC[C@H](O)CN2C(=O)C2CCOCC2)O1 | -12 | -58 | -9 | 6 | 0.8 | 0 | 0.1 | -0.1
Cc1cnc(C)c(Nc2nc(C(N)Cc3ccc(Cl)cc3)cs2)n1 (stereo not given) | 8 | -1 | 2 | -10 | 4.2 | 6 | 0.1 | 0.3
O=C(C[C@H]1C=C[C@@H](NS(=O)(=O)c2ccc(F)cc2)[C@@H](CO)O1)NCCN1CCCCC1 | 8 | -3 | 12 | -8 | 1.7 | 0 | -0.2 | 0.3
COCC#Cc1cnc2c(c1)C(=O)N([C@H](C)CO)C[C@H](C)[C@H](CN(C)C(=O)CN1CCOCC1)O2 | 5 | -4 | -1 | 18 | 0.1 | 1 | -1.1 | 0.0
CC(C)Cc1nnc(NC(=O)CCC(=O)NC2CCCCCC2)s1 | 1 | 1 | -4 | 0 | -2.6 | 4 | 0.3 | nt
CC(=O)c1ccc(S(=O)(=O)N(CCCO)Cc2cc3cc(C)ccc3[nH]c2=O)cc1 | 14 | -6 | 6 | 4 | 0.3 | 3 | 0.3 | 0.2
O=C(CSc1ccc(-c2ccc(-n3cccn3)cc2)nn1)Nc1ccc([N+](=O)[O-])cc1 | -3 | -5 | 13 | 4 | 0.6 | 2 | 0.0 | 1.7
CO[C@H]1CN(C)C(=O)c2cc(NC(=O)c3cnccn3)ccc2OC[C@@H](C)NC[C@@H]1C | -11 | -67 | 6 | 12 | -1.7 | 0 | -0.1 | 0.1
CNC[C@@H]1OCc2ccccc2-c2ccccc2C(=O)N([C@H](C)CO)C[C@@H]1C | -5 | 1 | -5 | 1&7 | -0.4 | 3 | 0.0&-0.1 | 0.0
CCOc1ccc(S(=O)(=O)NCCC(=O)N2CCCCCCC2)cc1 | 8 | -4 | -3 | -1 | -0.3 | -2 | 0.2 | -2.3
Cc1cccc(C(=O)Nc2c(C(=O)N(C)C)cnn2-c2ccccc2)c1 | -2 | 0 | 13 | -1 | -2.7 | -3 | -0.1 | 2.2
Cc1ccc(/C=[N+](\[O-])c2ccccc2C)o1 | 1 | 3 | -3 | -6 | -2.7 | 1 | 0.4 | nt
CCOc1ccccc1NC(=O)c1cccc(N2C(=O)CCC2=O)c1 | 1 | -14 | 2 | 3 | -1.2 | 4 | 0.0 | -0.4
CCOC(=O)c1ccc(NC(=O)c2nc(SC)ncc2Cl)cc1 | 0 | -3 | -3 | 5 | 2.2 | 0 | 0.2 | -0.1
COc1cc(C(=O)NCCC(=O)NC(C)C)cc(OC)c1OC | nt | -9 | 10 | -1 | 4.1 | 0 | 0.0 | -0.1
Cc1ccc(-c2ccccc2C2=CC(=O)CC(C)(C)C2=O)cc1 | 2 | 2 | -1 | 11 | 0.1 | 8 | -0.2 | 0.1
O=C(CSc1ccc2nnc(-c3ccccn3)n2n1)Nc1ccccc1F | 1 | 3 | 1 | 0 | 4.9 | 8 | 0.3 | -0.2
Cc1cccc(N2CCN(S(=O)(=O)c3ccc4c(c3)CCN4C(=O)CCC(=O)O)CC2C)c1 (stereo not given) | -4 | -11 | -4 | nt | -2.7 | -2 | -0.1 | nt
Cc1ccccc1S(=O)(=O)N1C(c2ccc(Cl)c(Cl)c2)CC=C(C(=O)O)C1c1cccc(Br)c1 (stereo not given) | nt | -8 | 17 | nt | -2.0 | 19 | 0.1 | 0.7
CCOc1ccc(NC(=O)c2ccc(NC(=O)CN3C(=O)C(=O)N(CC(C)C)C3=O)cc2)cc1 | 3 | -8 | -1 | 33 | 9.4* | -2 | -0.1 | -0.1
O=C(COC(=O)c1cccc(Cl)c1)NC(=O)NCc1ccccc1 | 7 | 2 | ? | nt | 0.1 | 2 | 0.0 | nt
COC(=O)c1cn(CCNC(=O)[C@H](Cc2ccccc2)NS(=O)(=O)c2ccc(C)cc2)nn1 | nt | -8 | 3 | nt | -1.1 | 0 | nt | nt
COCC#Cc1ccc2c(c1)O[C@H](CN(C)C(=O)NC(C)C)[C@@H](C)CN([C@H](C)CO)S2(=O)=O | -12 | 6 | -7 | 8 | -1.2 | 3 | 0.3 | 2.0
Cc1ccc(S(=O)(=O)Nc2ccc3c(c2)C(=O)N([C@@H](C)CO)C[C@H](C)[C@H](CN(C)C(=O)CCC(F)(F)F)OCCCC[C@@H](C)O3)cc1 | 0 | 16 | -5 | 0 | 5.7 | 1 | 0.0 | nt
Cc1noc(C)c1NC(=O)N(C)C[C@@H]1Oc2ccc(NC(=O)c3ccncc3)cc2CC(=O)N([C@H](C)CO)C[C@H]1C | 4 | -8 | -12 | 5 | -1.4 | -1 | -0.9 | nt
COc1cccc(C(=O)Nc2nnc(SCC(=O)Nc3ccc(NC(C)=O)cc3)s2)c1 | 0 | -12 | -10 | -6 | -0.1 | 0 | 0.0 | 0.7
O=C(NC(=S)NCc1ccco1)c1ccc(Br)cc1 | -4 | -9 | 14 | -1 | 0.5 | 3 | 0.4 | -0.2
CCOC(=O)c1c(NC(=O)CS(=O)(=O)c2cn(CC)c3ccccc23)sc2c1CCCC2 | -1 | -9 | -2 | nt | 0.2 | -1 | 1.1 | 2.1
C[C@H]1C=C(C(=O)Nc2ccccc2)O[C@@H](OCc2ccc(CO)cc2)C1 | -11 | 6 | -15 | nt | 2.2 | -2 | nt | nt
CN1C(=O)c2cc(NC(=O)c3cccc(F)c3)ccc2OC[C@H]2O[C@H](CC(=O)NCC3CC3)CC[C@@H]21 | nt | -1 | ? | 2 | 2.3 | 0 | 0.0 | 0.0
CCOc1ccc(NC(=O)CN(C)S(=O)(=O)c2cnc[nH]2)cc1 | nt | -24 | nt | 1 | -1.7 | nt | 0.2 | 0.2
C[C@@H]1CCCCO[C@@H](CN(C)Cc2ccc(C(=O)O)cc2)[C@@H](C)CN([C@H](C)CO)C(=O)c2cc(NC(=O)c3ccncc3)ccc2O1 | 2 | 76* | 15 | 21 | 0.2 | 0 | 0.0 | -0.1
Cn1ncc([N+](=O)[O-])c1C(=O)Nc1ccccc1 | 11 | 9 | 1 | 15 | 0.5 | 3 | 0.1 | -0.1
C[C@H](CO)N1C[C@H](C)[C@H](CN(C)S(C)(=O)=O)Oc2ncc(C#CC3CC3)cc2C1=O | -3 | -1 | 1 | 16 | -1.0 | 2 | -0.1 | -2.5
CC1(C)CC(=O)C=C(c2cccc(CO)c2)C1 | -4 | -2 | -11 | -15 | 1.8 | -1 | -0.3 | 16
O=C(Nc1ccc(Cl)c(Cl)c1)c1ccc2c(c1)OCO2 | -15 | -17 | -7 | 1 | 0.2 | -2 | -0.1 | 0.5
CN(C)Cc1cn(CC[C@H]2CC[C@@H](NC(=O)Nc3ccccc3F)[C@@H](CO)O2)nn1 | -4 | 5 | -2 | 14 | 1.2 | 2 | 0.1 | 0.2
O=C(C1CC1)N1CC(=O)N2[C@H](C1)[C@@H](c1ccc(C#CCc3ccccc3)cc1)[C@@H]2CO | nt | 20 | 9 | -2 | -2.7 | 3 | 0.0 | 0.0
COC(=O)[C@@]1(Cc2ccc(F)cc2)[C@H]2c3cc(C(=O)N(C)C)n(CCN4CCOCC4)c3C[C@H]2CN1C(=O)c1ccccc1 | nt | -3 | 7 | -7 | 0.0 | -5 | 0.1 | -0.1
COc1cccc(-c2ccc([C@@H]3[C@H]4CN(CC5CC5)CCCCN4[C@H]3CO)cc2)c1 | -1 | 18 | 58* | -4 | -2.0 | -2 | 0.1 | -0.1

Next results follow:
SMILES | RAD54 branch | RAD52 inh | DENV2 CPE rescue | GSIS activator | CFTR F508del cor | CASP6 VEID inh | XiGFP reactiv | E-sel inducer
Cc1ccc(S(=O)(=O)N2CCOCC2)cc1NC(=O)Nc1ccc([N+](=O)[O-])cc1 | -9 | -28 | 3 | -7 | 3.7 | -2 | 0.1 | 0.5
COc1ccccc1CNC(=O)COC(=O)c1sc(C)nc1C | -8 | -17 | nt | -12 | 0.5 | -2 | 0.0 | nt
COC(C/C=C\[C@@H](O)COCc1ccccc1)OC | -5 | 3 | 4 | 16 | 3.5 | 0 | -0.2 | -0.2
CN1c2ccc(-c3cccc(F)c3)cc2[C@@H]2[C@@H](CCN2C(=O)C2CCOCC2)[C@@H]1CO | 3 | 3 | 7 | -13 | -0.8 | -2 | 0.1 | 0.0
CNc1nc(C23CC4CC(CC(C4)C2)C3)cs1 | nt | -20 | -1 | 4 | -1.1 | -5 | 0.0 | 13
c1ccc(CN2C[C@@H]3N[C@H](C2)C3c2ccc(-c3ccccc3)cc2)cc1 (stereo not given in full) | nt | 30&43 | 2&11 | -17&0 | 0.3&-5.1 | 0&-1 | 0.2&0.0 | 0.6&-0.1
Cc1cccn2c(=O)c(C=C(C#N)C#N)c(N3CCN(c4cccc(Cl)c4)CC3)nc12 | -7 | -43 | 1 | 1 | 1.7 | 0 | 0.3 | 1.1
CCc1ccc(NC(=O)Cn2nnc(C(=O)NCc3cccs3)c2N)cc1 | nt | -8 | -3 | -5 | 1.6 | 0 | 0.0 | nt
